XiGFP reactiv – X-chromosome reactivation activator. AID 743238. XiGFP mouse fibroblasts, % GFP-positive cells imaging, 3 d; cells co-treated with 5-aza-dC sensitizer; scaled so ellipticine positive control = 100%. activation, % at 7.58 µM. 360,000 compounds, 0.055% hits;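 active means mean normalized replicate activation at least 10% and every replicate at or above 10%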;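 further: 0% = median of on-plate neutral control wells and 100% = ellipticine 6 µM median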
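Assay system: SV40-immortalized XiGFP fibroblast cells, line 68-5-11; buffer or medium: DMEM plus 5-aza-dC sensitizer; compound: one concentration, pinned; timing: compounds 3 days, fix/stain 15 min at room temperature; benchmarks: positive control ellipticine, 6 µM final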
esBAF inh – SWI/SNF esBAF complex inhibition; mouse ES cells, Bmi1-luciferase knock-in reporter, 24 h; 100% = twice the neutral-well signal; reporter increase, % at 12.5 µM; 350,000 compounds, 2% hits; AID 602393; in the data active means activation above about 40%;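 further: 0% = median of the plate's neutral control wells and 100% = double that signal; a rise in the Bmi1 reporter signal indicates esBAF inhibition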
RAD52 inh – blocks human RAD52 DNA annealing | P43351 | recombinant RAD52 DNA annealing, FRET fluorescence | inhibition, % at 18.7 µM | 360,000 compounds, 0.46% hits;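 active means every replicate showing at least 50% inhibition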
Target sequence (P43351 whole entry, looked up): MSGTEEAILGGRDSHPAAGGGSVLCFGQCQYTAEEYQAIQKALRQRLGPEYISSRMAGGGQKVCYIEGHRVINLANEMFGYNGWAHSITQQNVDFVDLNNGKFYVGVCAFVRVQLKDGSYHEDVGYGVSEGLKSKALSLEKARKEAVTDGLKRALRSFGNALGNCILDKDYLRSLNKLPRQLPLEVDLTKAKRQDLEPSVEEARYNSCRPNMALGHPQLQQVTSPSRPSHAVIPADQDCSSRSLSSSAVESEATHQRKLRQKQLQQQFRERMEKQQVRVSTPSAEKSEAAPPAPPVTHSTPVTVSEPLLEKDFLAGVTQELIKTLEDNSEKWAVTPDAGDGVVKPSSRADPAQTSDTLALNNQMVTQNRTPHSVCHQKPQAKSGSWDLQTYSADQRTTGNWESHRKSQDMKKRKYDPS
ERAP1 inh – inhibitors of human ERAP1 aminopeptidase; 340,000 compounds, 0.15% hits; inhibition, % at 10.7 µM; recombinant ERAP1, Leu-AMC fluorescence, 60 min; Q9NZ08;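 active means mean replicate inhibition of at least 30%, or all replicates individually reaching that 30% level; inactive means mean below 30% and not every replicate reaching it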;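 further: 0% = neutral control wells and 100% = L-leucinethiol positive control wells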
E-sel inducer – E-selectin induction on HUVECs; HUVEC E-selectin immunofluorescence imaging; normalized: neutral wells 0, TNF-alpha wells 100; AID 686992; 260,000 compounds, 0.37% hits; P16581; activation, % at 7.58 µM;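 active means mean E-selectin-positive cell signal at least 10% of the positive control, reached in at least 60% of replicates, without over 20% cell loss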;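 further: in these data hits start at about 27%; measured in HUVEC primary endothelial cells; signal is the percent of cells scored E-selectin positive by PE staining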
Target sequence (P16581 whole entry, looked up): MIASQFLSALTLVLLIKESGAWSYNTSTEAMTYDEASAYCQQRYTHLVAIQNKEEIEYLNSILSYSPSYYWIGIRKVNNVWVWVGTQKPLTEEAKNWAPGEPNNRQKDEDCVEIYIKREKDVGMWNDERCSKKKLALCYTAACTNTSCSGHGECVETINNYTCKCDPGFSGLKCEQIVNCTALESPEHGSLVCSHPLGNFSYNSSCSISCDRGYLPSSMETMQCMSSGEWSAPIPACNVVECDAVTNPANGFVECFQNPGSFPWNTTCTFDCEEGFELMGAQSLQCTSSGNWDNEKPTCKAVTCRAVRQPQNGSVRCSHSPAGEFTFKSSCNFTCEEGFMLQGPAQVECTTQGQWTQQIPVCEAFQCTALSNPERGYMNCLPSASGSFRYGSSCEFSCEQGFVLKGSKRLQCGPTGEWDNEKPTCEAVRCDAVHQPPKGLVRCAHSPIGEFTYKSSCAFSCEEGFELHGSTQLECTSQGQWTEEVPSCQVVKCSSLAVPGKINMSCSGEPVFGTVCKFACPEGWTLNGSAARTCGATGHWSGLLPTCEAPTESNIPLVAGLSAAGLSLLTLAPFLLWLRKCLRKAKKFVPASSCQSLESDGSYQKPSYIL
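Read-out basis: % PE-positive cells; Test system: HUVEC primary endothelial cells; Technique: immunofluorescence imaging; Dosing: single-point compound dose.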
ERp5 block – ERp5 (human) disulfide isomerase inhibition | Q15084 | ERp5 insulin aggregation, absorbance 650 nm, 90 min | inhibition, % at 9.99 µM | 350,000 compounds, 0.05% hits | AID 651711;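 active means mean replicate inhibition above about 25%, with every replicate also reaching it, limit read from the data, passing the limit was not always enough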
S100A4 inh HTS – inhibitors of human S100A4 binding to myosin IIA peptide; P26447; S100A4/TAMRA-MyoIIA peptide fluorescence polarization; inhibition, % at 10.7 µM; 360,000 compounds, 0.14% hits; AID 652163;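 active means mean inhibition of at least 70% across replicates, with every replicate also reaching that level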
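Test system – S100A4 monomer (human) · Compound – single-point compound testing · Schedule – 5 min incubation before reading · Probe or stimulus – TAMRA-labelled myosin IIA heavy-chain peptide probe, 5 nM · Benchmarks – neutral control DMSO, positive control TFP · Medium – Calcium-containing HEPES buffer, pH 7.2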
RAD54 inh – RAD54 (human) branch migration inhibition; AID 602329; inhibition, % at 10.4 µM; Q92698; 360,000 compounds, 0.14% hits; RAD54 Holliday junction branch migration, FAM/BHQ fluorescence;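 active means mean normalized replicate activity at least 40 and at least half of replicates scoring 40 or more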;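 further: 0% = median of neutral control wells and 100% = median of positive control wells; inhibitors cause a drop in the FAM fluorescence signal; in these data hits start at about 50%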
* hit, by the source's call; . = not tested or not shown; & = joins results of further samples.

canonical_smiles,XiGFP reactiv,esBAF inh,RAD52 inh,ERAP1 inh,E-sel inducer,ERp5 block,S100A4 inh HTS,RAD54 inh
Cc1c(Cl)cccc1NC(=O)CNC(=O)c1cn(-c2ccccc2)nc1-c1cccnc1,-0.1,6.1,-53.2,0.6,0.3,6.5,-3.3,-7.1
COc1ccc(Cl)cc1C(=O)NNC(=O)CSc1nnnn1C,-0.3,.,-6.2,-4.8,0.3,2.8,-0.6,.
COc1ccc(NC(=O)Nc2cccc3c2O[C@H](CN(C)CC2CCCCC2)[C@H](C)CN([C@H](C)CO)C3=O)cc1,0.0,-6.1,17.8,3.4,-0.3,1.3,-0.9,8.1
CO[C@H]1CN(C)C(=O)c2cc(NC(=O)NC(C)C)ccc2OC[C@H](C)N(C(=O)NC(C)C)C[C@@H]1C,0.6,-0.7,2.2,-0.8,-0.3,11.3,5.4,4.2
CCOc1ccc2ccccc2c1C(=O)NCC(c1ccc(N(C)C)cc1)N(C)C (stereo unspecified),0.1,-6.3,9.6,-6.6,.,-0.2,18.3,-1.3
COc1ccc(OC)c2[nH]c(=O)c(CCNC(=S)NC(C)(C)C)cc12,0.1,.,-1.0,3.3,.,-8.2,-0.6,.
C[C@@H]1CN([C@@H](C)CO)C(=O)CCCn2nncc2CO[C@H]1CN(C)C(=O)Nc1ccnc(N2CCOCC2)c1,0.3&0.4,-5.2&1.9&-2.1,-18.4&1.0,-3.6&-1.4,0.1,-6.0&-4.6,7.7&5.5,2.7&1.5
Cc1cc(NC(=O)C2CC=CCC2C(=O)O)ccc1NC(=O)c1ccccc1 (stereo unspecified),0.1,-9.5,-6.6,-4.3,-0.2,-23.1,-3.8,0.7
COc1ccc(OC)c(/C=C/c2nc3ccccc3[nH]c2=O)c1,3.5,9.0,-90.2,-2.3,.,1.4,-2.8,-4.6
CN(C)CC(O)c1ccc(C=Cc2ccc(Cl)cc2)cc1 (stereo unspecified),0.2,49.0*,3.7,-0.5,1.5,-6.9,-1.1,2.2
CC(=O)c1c(C)oc2c1C(=O)c1ccccc1C2=O,0.0,18.6,0.0,-0.1,0.2,3.3,7.9,-7.9
CCCC(=O)OC1CCS(=O)(=O)c2sccc21 (stereo unspecified),0.1,-6.6,-1.8,5.5,.,-1.0,3.6,-7.4
COC(=O)C1=C(C)N(c2ccc(F)cc2)/C(=C/c2ccc(O)cc2)C1=O,0.0,-3.0,-16.3,-0.5,-5.3,0.8,2.1,-2.4
COC(=O)C1C(c2ccc(OC)cc2)Nc2nnc(C(F)(F)F)n2C1(C)O (stereo unspecified),-0.1,.,-16.8,1.5,4.1,0.9,0.7,.
COc1ccc2cc(S(=O)(=O)Nc3ccccn3)ccc2c1,0.2,2.1,-14.9,-5.2,.,1.9,1.5,-2.0
CCC(=O)Nc1ccc(C(=O)CSc2nnc(-c3ccc(NS(=O)(=O)CC)cc3)o2)cc1OC,-0.2,.,-11.5,3.9,-0.3,-10.3,1.9,-6.8
COc1ccc(NC(=S)NCCNC(C)=O)cc1,0.3,.,-2.9,-5.5,-0.5,6.7,-5.5,-7.6
Cc1noc(C)c1NC(=O)Nc1ccc2c(c1)C(=O)N([C@@H](C)CO)C[C@@H](C)[C@@H](CN(C)CC1CC1)OCCCC[C@@H](C)O2,0.5,-2.2,6.0,1.5,-0.1,-5.4,5.4,5.9
CCC1(C)Cc2nc3[nH]c(=S)n(-c4ccccc4)c(=O)c3cc2CO1 (stereo unspecified),0.0,1.0,-7.4,1.4,.,5.7,-3.1,-1.8
CCCN(CC1CC1)C(=O)COC(=O)c1ccc(CNS(=O)(=O)c2ccc(F)c(Cl)c2)cc1,0.0,.,-9.7,0.7,.,1.0,-2.4,.
C=CCc1c(C)nc2ccc(C(=O)OCC)cc2c1Cl,0.0,53.1*,-14.9,-3.3,.,5.1,-5.5,-1.0
CN1CCN(C(=O)C[C@@H]2CC[C@H]3[C@@H](COc4ccc(NC(=O)C5CCCC5)cc4C(=O)N3C)O2)CC1,0.0,.,13.3,-0.4,0.3,3.3,-2.6,.
CCNc1nc(NC(C)C)nc(Oc2ccc(OCCOc3ccccc3)nn2)n1,.,-2.4,-4.1,-1.2,.,2.1,-6.7,-1.0
Cn1cnc(CCNC(=O)C[C@H]2CC[C@H]3[C@@H](COC[C@H](O)CN3C(=O)C3CC3)O2)c1,0.2,2.1,11.3,0.8,0.2,1.3,12.9,-2.2
O=C(C1=C(O)C(=O)N(CCN2CCOCC2)C1c1ccc(F)cc1)c1cccs1 (stereo unspecified),0.0,5.7,-1.2,3.3,.,-2.7,-4.8,2.6
C(=NN1CCCCCC1)c1ccccc1,0.0,.,-5.0,-0.3,-0.9,3.4,-0.6,11.2
CC1CCCCC1NC(=O)CCNS(=O)(=O)c1ccc2c(c1)CCC(=O)N2 (stereo unspecified),0.1,0.8,-6.1,1.0,.,-15.8,0.2,10.0
Cc1c(S(=O)(=O)N2CCCC(C(=O)O)C2)cnn1C (stereo unspecified),0.0,-5.4,-3.9,5.9,.,4.1,1.7,10.8
CNC[C@H]1Oc2c(NC(=O)c3nc4ccccc4s3)cccc2C(=O)N([C@@H](C)CO)C[C@H]1C,0.0,5.8,8.9,3.9,0.1,2.7,-11.1,30.3
COc1ccc(NC(=O)c2cccc(Cl)c2)c[n+]1[O-],-0.1,-1.8,0.1,-0.5,.,-1.3,0.4,-4.0

Quoted at random: 3 entries already listed, in no set order.
canonical_smiles,XiGFP reactiv,esBAF inh,RAD52 inh,ERAP1 inh,E-sel inducer,ERp5 block,S100A4 inh HTS,RAD54 inh
C=CCc1c(C)nc2ccc(C(=O)OCC)cc2c1Cl,0.0,53.1*,-14.9,-3.3,.,5.1,-5.5,-1.0
CCCN(CC1CC1)C(=O)COC(=O)c1ccc(CNS(=O)(=O)c2ccc(F)c(Cl)c2)cc1,0.0,.,-9.7,0.7,.,1.0,-2.4,.
CCNc1nc(NC(C)C)nc(Oc2ccc(OCCOc3ccccc3)nn2)n1,.,-2.4,-4.1,-1.2,.,2.1,-6.7,-1.0

Carrying on:
canonical_smiles,XiGFP reactiv,esBAF inh,RAD52 inh,ERAP1 inh,E-sel inducer,ERp5 block,S100A4 inh HTS,RAD54 inh
CCCC(=O)Nc1ccc2c(c1)OC[C@H](C)N(C(=O)c1ccccc1F)C[C@H](C)[C@@H](OC)CN(C)C2=O,-0.5,.,17.0,2.4,1.5,9.4,-5.3,.
COC(=O)COc1ccc(C2NC(=O)NC(c3ccccc3)=C2C(C)=O)cc1Br (stereo unspecified),-0.2,0.5,0.9,0.1,.,-0.2,1.0,-0.9
COC(=O)C1(C(=O)OC)C(C(=O)c2ccccc2)C1c1ccccc1 (stereo unspecified),0.0,.,-5.8,-0.4,-0.8,-1.5,-4.4,-2.0
O=S(=O)(O)c1cc(O)ccc1O,0.0,0.5,0.1,1.7,2.4,-7.3,-5.8,6.0
COc1ccccc1-c1cc(NC=O)c2ncc(-c3cccc(C(F)(F)F)c3)n2c1,0.0,-4.2,-23.3,-0.3,-0.3,2.6,-12.8,9.3
CO[C@@H]1CN(C)C(=O)c2cc(NC(=O)c3ccccc3F)ccc2OC[C@H](C)N(C(=O)c2ccccc2F)C[C@H]1C,-0.1,1.7,6.9,5.1,2.4,0.8,-9.6,-7.5
C=CCN1C(=O)[C@]2(O[C@H](CCn3cc([C@H](O)c4ccccc4)nn3)[C@@H]([Si](C)(C)c3ccc(OC)cc3)[C@@H]2C)c2cc(N3CCC3=O)ccc21,.,.,10.9,-3.7,.,1.2,4.8,2.3
COc1ccc(C(=O)CN2CCN(S(=O)(=O)c3cccc([N+](=O)[O-])c3)CC2)cc1OC,0.3,.,-11.2,1.4,0.2,-3.1,-22.4,-19.0
CCC(=O)Nc1ccc2c(c1)C(=O)N(C)C[C@@H](OC)[C@@H](C)CN(C(=O)Cc1ccccn1)[C@H](C)CO2,0.0,-3.1,-16.3,-0.4,-0.2,2.6,-0.4,0.6
COCC#Cc1ccc([C@H]2[C@@H](CO)N3C(=O)CN(C(=O)C4CC4)C[C@H]23)cc1,0.2,.,-2.1,-0.1,0.0,5.0,-0.3,.
COc1cccc(C(NC(C)=O)c2nc(-c3cccc(NC(C)=O)c3)cs2)c1 (stereo unspecified),0.0,13.0,-2.7,0.8,0.2,5.3,0.6,-14.1
COc1cc([N+](=O)[O-])ccc1NC(=O)CN1CCCC1,0.4,.,-44.4,-3.9,.,1.5,-0.1,.
CS(=O)(=O)N1c2cccc3cccc(c23)S1(=O)=O,0.0,-5.5,-3.9,-1.9,0.1,0.9,-4.1,-21.0
COc1ccc(C(=O)CCC(=O)Nc2cccnc2)cc1OC,0.0,-6.1,-3.8,-3.2,0.4,1.6,1.2,.
Cc1nn(C2CCS(=O)(=O)C2)c(Cl)c1/C=C/C(=O)OCC(N)=O (stereo unspecified),-0.2,.,0.1,.,-0.3,0.0,3.4,.
O=C(Nc1ccc2c(c1)OCO2)N[C@H]1C=C[C@H](CC(=O)N2CCN(c3ccccc3)CC2)O[C@@H]1CO,-0.2,5.7,0.9,2.1,-0.6,1.7,5.8,-9.6
C/C(=N\NC(=O)c1cc(-c2ccc(C)s2)nc2ccccc12)c1cccnc1,-0.1,22.7,-13.7,-3.3,.,4.6,-5.7,1.7
CCS(=O)(=O)N1CCN(C(=O)c2ccc3nc(C)c(N(C)C(=O)CCc4ccccc4)n3c2)CC1,0.1,4.6,-13.2,-0.8,0.0,1.0,3.9,-21.4
O=[N+]([O-])c1cccc(-c2nnc(-c3ccccc3)o2)c1,0.0,.,-1.9,-0.3,.,-4.3,-4.6,.
COc1ccccc1NCc1nnc(-c2ccccc2)o1,0.3,1.1,-7.4,-2.6,.,0.7,-4.7,-0.2
CC1Sc2ccccc2N(Cc2ccccc2)C1=O (stereo unspecified),-0.1,-4.3,-12.7,0.2,-0.1,4.9,3.2,3.5
COC(=O)c1cc(Sc2cccc(Cl)c2Cl)ccn1,0.0,.,-0.9,-2.4,.,0.5,-8.6,.
CC(=O)O[C@@H]1C[C@@]2(C)[C@@H](CC[C@H]2[C@@H](C)/C=C\CC(C)C)C2=C[C@@H](O)[C@@]3(O)C[C@@H](O)[C@H](O)C[C@]3(CO)[C@]21O,.,-4.3,-7.8,3.6,.,-1.5,-5.5,-3.2
CC=Cc1ccc2n(c1=O)C[C@H]1[C@H](CO)[C@@H](C(=O)NCC)N(Cc3nccs3)[C@@H]21 (mixture of isomers),0.4,-3.3,-12.2,0.0,-0.3,3.7,-11.8,-10.5
COc1cccc(-c2cnc3c(c2)C(=O)N([C@@H](C)CO)C[C@@H](C)[C@@H](CN(C)Cc2ccc(C(=O)O)cc2)O3)c1,-0.9,3.4,3.2,.,0.7,2.4,.,-13.4
CC(C)(C)C(=O)c1c(N)[nH]c(C(=O)c2ccccc2)c1-c1ccccc1,0.4,.,-33.1,-0.6,0.3,7.6,-5.8,.
Cc1nn(-c2ccccc2)c(C)c1C(=O)OCC(=O)N(C)c1c(N)n(Cc2ccccc2)c(=O)[nH]c1=O,0.1,9.3,-10.9,14.2,-0.3,9.0,-0.9,.
Cc1ccc(C(=O)Nc2cccc3ccccc23)cc1,0.1,28.9,-16.3,0.4,1.2,-0.4,1.8,14.8
